INS promoter inh = TRM-6 insulin promoter activity inhibition; inhibition, % at 2 µM; TRM-6 cells (human fetal islet line), insulin promoter-eGFP reporter, imaging; reporter expression induced with tamoxifen; 130,000 compounds, 0.9% hits; AID 1273;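 active = inhibition above the mean plus 3 SD, with well images judged a real hit on visual review, cut at about 60% in these data, passing the limit was not always enough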
SDO1 yeast rescue = restores growth of sdo1-depleted yeast. S. cerevisiae sdo1-depleted JHY4D growth rescue, OD600 30 h; active compounds read high; pdr5 snq2 efflux-pump mutant strain. z-score at 10 µM. 140,000 compounds, 0.21% hits;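 active = z-score above 3 at both the 24 hr and the 30 hr optical density reads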;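 note: z-score against mean and SD of all compound wells on the same plate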
SDO1 yeast rescue Rescue 24 h = recorded beside SDO1 yeast rescue, whose call it bears; z-score; S. cerevisiae sdo1-depleted JHY4D growth rescue, OD600; measured here: growth rescue at 24 h;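 0 is the plate mean of compound wells and units are plate SD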
* hit, by the source's call.

O=C(NC1CCS(=O)(=O)C1)C1CCCCN1S(=O)(=O)c1ccc(Cl)cc1 (stereo not given) was read as INS promoter inh -9, SDO1 yeast rescue 0.7 and SDO1 yeast rescue Rescue 24 h 1.4.
`COc1cccc(SCc2noc(C(=O)NCC3CCCO3)c2C(=O)O)c1` (stereo not given) gave INS promoter inh -8, SDO1 yeast rescue 0.87 and SDO1 yeast rescue Rescue 24 h 0.57.
For COc1ccc(CC(=O)NNC(=O)c2cccs2)cc1 the results were INS promoter inh 3, SDO1 yeast rescue 0.45 and SDO1 yeast rescue Rescue 24 h -0.8.
For CC(C)[C@H](NC(=O)NCCc1ccccc1)C(=O)O the results were INS promoter inh 30, SDO1 yeast rescue 0.49 and SDO1 yeast rescue Rescue 24 h -0.26.
Screening COc1ccc(NC(=O)Cc2nc3ccccc3[nH]2)cc1 returned INS promoter inh -3, SDO1 yeast rescue -0.41 and SDO1 yeast rescue Rescue 24 h -0.32.
CCc1nc2ccccc2c(C(=O)O)c1C was read as INS promoter inh -143, SDO1 yeast rescue 0.65 and SDO1 yeast rescue Rescue 24 h -0.38.
For Cc1cc(NC(=O)c2cccc(S(=O)(=O)N3CCCCCC3)c2)n(-c2ccccn2)n1 the results were INS promoter inh -9, SDO1 yeast rescue -1.8 and SDO1 yeast rescue Rescue 24 h -0.95.
Screening CNC(=S)N/N=C(\C)c1ccc(C)c(C)c1 returned INS promoter inh -17, SDO1 yeast rescue -0.11 and SDO1 yeast rescue Rescue 24 h 0.91.
`CCCN(CC1CC1)C(=O)COC(=O)c1ccc2c(c1)C(=O)N(c1ccc(OCC)cc1)C2=O` gave INS promoter inh 50.
`Fc1cccc(Nc2nc(-c3ccncc3)nc3ccccc23)c1` gave INS promoter inh 19, SDO1 yeast rescue -1.7 and SDO1 yeast rescue Rescue 24 h -0.94.
CCN(CC)C(=O)NC(c1ccc(C)c(F)c1)C(Cl)(Cl)Cl (stereo not given) was read as INS promoter inh -20, SDO1 yeast rescue -0.89 and SDO1 yeast rescue Rescue 24 h -0.99.
COCCn1c(C)cc(C(=O)COc2nc3ccccc3nc2C)c1C was read as INS promoter inh 43, SDO1 yeast rescue -0.45 and SDO1 yeast rescue Rescue 24 h -1.4.
Cc1cc(N/N=C(/CCC(=O)O)C(=O)O)nc2ccccc12 was read as INS promoter inh 0, SDO1 yeast rescue 1.3 and SDO1 yeast rescue Rescue 24 h 0.11.
`CC(C)CCOP(=O)(c1ccccc1)c1ccccc1` gave INS promoter inh -60, SDO1 yeast rescue -0.9 and SDO1 yeast rescue Rescue 24 h -0.69.
Screening Cc1ccc(S(=O)(=O)N(CC(=O)N2CCOCC2)CC(=O)N2CCOCC2)cc1 returned INS promoter inh -69, SDO1 yeast rescue 0.73 and SDO1 yeast rescue Rescue 24 h 0.77.
For CC1(C)CC(=O)C/C(=N\NC(=O)c2cccs2)C1 the results were INS promoter inh -33, SDO1 yeast rescue 0.9 and SDO1 yeast rescue Rescue 24 h 0.2.
For CNC(=O)CSc1nnnn1-c1ccc(C)cc1C the results were INS promoter inh 60, SDO1 yeast rescue 0.45 and SDO1 yeast rescue Rescue 24 h 0.16.
COC(=O)C1=C(C)N(C)C(=O)NC1c1ccc(O)c(OC)c1 (stereo not given) was read as SDO1 yeast rescue -0.06 and SDO1 yeast rescue Rescue 24 h -0.76.
CCCCC(=O)Nc1ccccc1C(=O)N1CCOCC1 was read as INS promoter inh 71*, SDO1 yeast rescue 1.1 and SDO1 yeast rescue Rescue 24 h 0.93.
Cc1ccc2c(Cl)c(C(=O)N/N=C/c3cccn3C)sc2c1 was read as SDO1 yeast rescue -0.66 and SDO1 yeast rescue Rescue 24 h -0.47.
For N#Cc1ccc(OCC(=O)OCC(=O)Nc2cc(C(F)(F)F)ccc2N2CCOCC2)cc1 the results were INS promoter inh -16, SDO1 yeast rescue 1.6 and SDO1 yeast rescue Rescue 24 h 1.1.
Screening Fc1ccc(N/N=C/c2ccncc2)c(F)c1 returned INS promoter inh 59, SDO1 yeast rescue 0.14 and SDO1 yeast rescue Rescue 24 h 0.28.
For Cc1cc(C)c(NC(=O)CN2CCOCCOCCOCCOCC2)c(C)c1 the results were INS promoter inh 24, SDO1 yeast rescue 0.16 and SDO1 yeast rescue Rescue 24 h 0.13.
C/C(=N\NC(=O)c1ccn(C)n1)c1cccc(NC(=O)c2ccncc2)c1 was read as INS promoter inh 21, SDO1 yeast rescue 0.13 and SDO1 yeast rescue Rescue 24 h 0.42.
For CC1CCN(C(=O)N[C@@H](Cc2ccccc2)C(=O)O)CC1 the results were INS promoter inh 2, SDO1 yeast rescue 1.5 and SDO1 yeast rescue Rescue 24 h 1.4.
For CO/N=C\Cc1oc(=O)c(NC(=O)c2ccccc2)cc1C(=O)OC the results were INS promoter inh 35, SDO1 yeast rescue 0.71 and SDO1 yeast rescue Rescue 24 h 1.2.
Screening C=CCN=C(NC#N)SCC(=O)NCc1ccccc1 returned INS promoter inh 21, SDO1 yeast rescue 0.42 and SDO1 yeast rescue Rescue 24 h 0.08.
For COc1ccc(C2C(C(N)=O)=C(C)Nc3nc(-c4cccc(Cl)c4)nn32)cc1OC (stereo not given) the results were INS promoter inh -46, SDO1 yeast rescue 1.4 and SDO1 yeast rescue Rescue 24 h 0.28.
O=C(CSc1nnc(NC(=O)C2CC2)s1)Nc1ccc(F)cc1 was read as SDO1 yeast rescue 0.14 and SDO1 yeast rescue Rescue 24 h 0.78.
CCCCNC(=O)/C=C/c1ccc(OC)c(Br)c1 was read as INS promoter inh 52, SDO1 yeast rescue -0.17 and SDO1 yeast rescue Rescue 24 h 0.26.
Screening CCOC(=O)c1c(NC(=O)c2ccccc2C)sc2c1CC(C)(C)OC2 returned SDO1 yeast rescue -0.24 and SDO1 yeast rescue Rescue 24 h -0.49.
Screening Cc1ccc2nc(-c3ccc(NC(=O)C(C)N4C(=O)c5ccccc5C4=O)cc3)sc2c1 (stereo not given) returned INS promoter inh 11, SDO1 yeast rescue -0.93 and SDO1 yeast rescue Rescue 24 h -0.54.
`Cc1ccc(NC(=S)N2CCC(N(C)CC3CCCO3)CC2)cc1C` (stereo not given) gave INS promoter inh 69.
Screening Cc1cc(NC(=O)c2cc(-c3ccncc3)nc3c(C)cccc23)no1 returned INS promoter inh -124, SDO1 yeast rescue -1 and SDO1 yeast rescue Rescue 24 h -0.74.
COc1cc(/C=C(/C#N)c2ccccc2F)ccc1OCc1ccccc1 was read as SDO1 yeast rescue -0.98 and SDO1 yeast rescue Rescue 24 h -1.8.
`Cc1ccc(-c2ccc(=O)n(CC(=O)NCc3ccc(F)cc3)n2)cc1` gave INS promoter inh 50.
CN(C)c1ncc(S(=O)(=O)c2ccc(Cl)cc2)c(-c2ccccc2)n1 was read as SDO1 yeast rescue -1.2 and SDO1 yeast rescue Rescue 24 h -1.2.
Screening Cc1ccc(S(=O)(=O)N(CC(=O)N/N=C/c2cccc(Cl)c2)c2cccc3cccnc23)cc1 returned INS promoter inh -10, SDO1 yeast rescue -0.01 and SDO1 yeast rescue Rescue 24 h 1.8.
`Cc1sc2nc(C3CC3)nc(SCC(=O)N3CC(=O)Nc4ccccc43)c2c1C` gave INS promoter inh 24, SDO1 yeast rescue -0.87 and SDO1 yeast rescue Rescue 24 h -0.09.
For CCSc1nc(-c2ccc(OC)cc2)ccc1C#N the results were INS promoter inh 13, SDO1 yeast rescue -1 and SDO1 yeast rescue Rescue 24 h -0.63.
For NC(=O)C1(N2CCCCC2)CCN(C(=O)c2cccs2)CC1 the results were SDO1 yeast rescue 0.77 and SDO1 yeast rescue Rescue 24 h 0.76.
For COc1ccccc1CCNC(=O)C1CCCO1 (stereo not given) the results were INS promoter inh 38, SDO1 yeast rescue 0.41 and SDO1 yeast rescue Rescue 24 h 0.14.
Screening CC(C)(C)c1ccc(OCC(=O)N/N=C/c2ccc(N3CCOCC3)cc2)cc1 returned INS promoter inh -29, SDO1 yeast rescue -0.64 and SDO1 yeast rescue Rescue 24 h 0.7.
`CCOC(=O)c1nn(-c2ccccc2)c2nnc(Cc3ccc(C)cc3)c(=O)n12` gave INS promoter inh 77*, SDO1 yeast rescue 0.05 and SDO1 yeast rescue Rescue 24 h -0.33.
`O=C(ON=C1CCN(c2ccc([N+](=O)[O-])cc2)CC1)c1ccccc1` gave SDO1 yeast rescue -2.7 and SDO1 yeast rescue Rescue 24 h -2.1.
For COc1cccc(OCCOc2cccc(/C=N/n3cnnc3)c2)c1 the results were INS promoter inh -62, SDO1 yeast rescue -1.2 and SDO1 yeast rescue Rescue 24 h -1.2.
CCOC(=O)C1CCN(C(=O)Cc2ccccc2OC)CC1 was read as INS promoter inh -33.
`Cc1oc(/C=N/NC(=O)CN(c2ccccc2Cl)S(C)(=O)=O)cc1Br` gave INS promoter inh 36, SDO1 yeast rescue 0.47 and SDO1 yeast rescue Rescue 24 h 0.08.
Screening Cc1cc(CSc2ccccc2)ccc1NC(=O)c1ccc(Br)cc1 returned SDO1 yeast rescue -0.7 and SDO1 yeast rescue Rescue 24 h -0.93.
`O=C(COc1ccc2ccccc2c1)Nc1nc2ccccc2[nH]1` gave INS promoter inh -22, SDO1 yeast rescue -0.49 and SDO1 yeast rescue Rescue 24 h -0.32.
O=C(CN1C2=NCCCN2c2ccccc21)c1cccs1 was read as INS promoter inh -39, SDO1 yeast rescue 0.58 and SDO1 yeast rescue Rescue 24 h 0.59.
Screening CC(C)OC(=O)c1nnn(-c2nonc2N)c1CN1CCCCCC1 returned SDO1 yeast rescue -0.66 and SDO1 yeast rescue Rescue 24 h -1.2.
CO/N=C/c1ccc(N2CCN(C(=O)c3cccc(Cl)c3)CC2)c([N+](=O)[O-])c1 was read as INS promoter inh -7, SDO1 yeast rescue -1.1 and SDO1 yeast rescue Rescue 24 h 0.58.
For COc1ccccc1N(C(=O)Cn1nnc2ccccc21)C(C(=O)NCc1ccco1)c1ccc(C)o1 (stereo not given) the results were INS promoter inh -29, SDO1 yeast rescue 1.2 and SDO1 yeast rescue Rescue 24 h 1.7.
`COC(=O)c1cc(=O)n(CCc2ccccc2)c(=Nc2ccc(F)cc2)s1` gave SDO1 yeast rescue -1.6 and SDO1 yeast rescue Rescue 24 h -1.6.
`CCOC(=O)C(C)c1nc2ccccc2[nH]c1=O` (stereo not given) gave INS promoter inh 0, SDO1 yeast rescue 0.44 and SDO1 yeast rescue Rescue 24 h 0.13.
For c1ccn2cc(-c3ccc4c(c3)OCCO4)nc2c1 the results were INS promoter inh 71*.
Screening CCCCN1C(=O)C2ON(c3ccccc3C)C(c3ccco3)C2C1=O (stereo not given) returned SDO1 yeast rescue -0.48 and SDO1 yeast rescue Rescue 24 h 0.61.
COC(=O)c1cc(Br)c(=O)n(CCc2ccccc2)c1 was read as SDO1 yeast rescue 0.95 and SDO1 yeast rescue Rescue 24 h 0.24.
Screening COc1cccc(/C=N/NC(=O)C(=O)NCc2cccnc2)c1 returned INS promoter inh 17, SDO1 yeast rescue 0.44 and SDO1 yeast rescue Rescue 24 h 0.29.

Some of these compounds in order of number of heavy atoms, low to high.
`CCOC(=O)C(C)c1nc2ccccc2[nH]c1=O` (stereo not given) gave INS promoter inh 0, SDO1 yeast rescue 0.44 and SDO1 yeast rescue Rescue 24 h 0.13.
For c1ccn2cc(-c3ccc4c(c3)OCCO4)nc2c1 the results were INS promoter inh 71*.
COC(=O)c1cc(Br)c(=O)n(CCc2ccccc2)c1 was read as SDO1 yeast rescue 0.95 and SDO1 yeast rescue Rescue 24 h 0.24.
O=C(CN1C2=NCCCN2c2ccccc21)c1cccs1 was read as INS promoter inh -39, SDO1 yeast rescue 0.58 and SDO1 yeast rescue Rescue 24 h 0.59.
Screening COc1cccc(/C=N/NC(=O)C(=O)NCc2cccnc2)c1 returned INS promoter inh 17, SDO1 yeast rescue 0.44 and SDO1 yeast rescue Rescue 24 h 0.29.
Screening Cc1cc(CSc2ccccc2)ccc1NC(=O)c1ccc(Br)cc1 returned SDO1 yeast rescue -0.7 and SDO1 yeast rescue Rescue 24 h -0.93.
Screening CCCCN1C(=O)C2ON(c3ccccc3C)C(c3ccco3)C2C1=O (stereo not given) returned SDO1 yeast rescue -0.48 and SDO1 yeast rescue Rescue 24 h 0.61.
`COC(=O)c1cc(=O)n(CCc2ccccc2)c(=Nc2ccc(F)cc2)s1` gave SDO1 yeast rescue -1.6 and SDO1 yeast rescue Rescue 24 h -1.6.
CO/N=C/c1ccc(N2CCN(C(=O)c3cccc(Cl)c3)CC2)c([N+](=O)[O-])c1 was read as INS promoter inh -7, SDO1 yeast rescue -1.1 and SDO1 yeast rescue Rescue 24 h 0.58.

(further entries)
CCc1nnc(NC(=O)CSc2nc(C3CCCCC3)nc3ccccc23)s1 was read as INS promoter inh 33, SDO1 yeast rescue 1.3 and SDO1 yeast rescue Rescue 24 h 2.2.
`COc1ccccc1CCNCc1ccc(OC)c(OCc2ccccc2)c1` gave INS promoter inh -35, SDO1 yeast rescue 1.1 and SDO1 yeast rescue Rescue 24 h 1.9.
COc1cc2cc(CN(CCc3cccc(C)c3)C(=S)NCCCN3CCOCC3)c(=O)[nH]c2cc1OC was read as INS promoter inh -43.
Cc1ccsc1-c1ccnc(-n2cccc2)n1 was read as INS promoter inh 18, SDO1 yeast rescue -0.08 and SDO1 yeast rescue Rescue 24 h -0.13.
For O=C(Nc1ccc(S(=O)(=O)N2CCCc3ccccc32)cc1)C1CCCO1 (stereo not given) the results were INS promoter inh -108, SDO1 yeast rescue -1.3 and SDO1 yeast rescue Rescue 24 h -1.4.
`Cc1cc(NC(=O)CN2C(=O)NC(CCc3ccccc3)C2=O)no1` (stereo not given) gave INS promoter inh 60.
`Cc1ccc(NC(=O)CSc2ccccc2NC(=O)c2ccccc2Cl)cc1Cl` gave INS promoter inh 14, SDO1 yeast rescue -1.1 and SDO1 yeast rescue Rescue 24 h -0.57.

Screens as filed in PubChem.
